Compound activity as filed in PubChem BioAssay.
PLCg1 inh: inhibitors of human phospholipase C gamma1; purified PLC-gamma1, fluorogenic substrate, fluorescence; inhibition, % at 12.2 µM; actives 0.84% (n = 370,000); AID 720700; in the data active means inhibition above about 9.5%
DAX1 inh-1: DAX1 (NR0B1) inhibition, primary screen; actives 1.1% (n = 370,000); HEK293T StAR-luciferase reporter, SF-1/DAX-1 repression relief; AID 652010; inhibition, % at 6.8 µM;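 active means inhibition above the mean over all tested compounds plus 3 SD, cut at about 3.6% in these data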;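 further: 0% = DAX-1 cells with DMSO and 100% = cells lacking DAX-1 with DMSO; higher inhibition means more luminescence from relief of DAX-1 repression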
ssDAF12 agonist: S. stercoralis DAF-12 activation, primary screen; HEK293 ssDAF-12/GRIP1 lit1-tk-luc reporter, luminescence; % of 3 µM dafachronic acid response; activation, % at 6.8 µM; actives 1% (n = 370,000); AID 652126;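 active means activation above the mean over all tested compounds plus 3 SD, cut at about 0.9% in these data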;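 further: 0% = DMSO-only wells and 100% = 3 µM delta7-dafachronic acid wells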
PLC-beta3 inh: blocks human PLC-beta3 enzyme activity. Q01970. Purified PLC-beta3, fluorogenic substrate, fluorescence. inhibition, % at 12.2 µM. actives 0.18% (n = 370,000). AID 720704; in the data active means inhibition above about 11%;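 further: 0% = median of compound wells on plate and 100% = full blocker control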
Target sequence (Q01970 whole entry, looked up): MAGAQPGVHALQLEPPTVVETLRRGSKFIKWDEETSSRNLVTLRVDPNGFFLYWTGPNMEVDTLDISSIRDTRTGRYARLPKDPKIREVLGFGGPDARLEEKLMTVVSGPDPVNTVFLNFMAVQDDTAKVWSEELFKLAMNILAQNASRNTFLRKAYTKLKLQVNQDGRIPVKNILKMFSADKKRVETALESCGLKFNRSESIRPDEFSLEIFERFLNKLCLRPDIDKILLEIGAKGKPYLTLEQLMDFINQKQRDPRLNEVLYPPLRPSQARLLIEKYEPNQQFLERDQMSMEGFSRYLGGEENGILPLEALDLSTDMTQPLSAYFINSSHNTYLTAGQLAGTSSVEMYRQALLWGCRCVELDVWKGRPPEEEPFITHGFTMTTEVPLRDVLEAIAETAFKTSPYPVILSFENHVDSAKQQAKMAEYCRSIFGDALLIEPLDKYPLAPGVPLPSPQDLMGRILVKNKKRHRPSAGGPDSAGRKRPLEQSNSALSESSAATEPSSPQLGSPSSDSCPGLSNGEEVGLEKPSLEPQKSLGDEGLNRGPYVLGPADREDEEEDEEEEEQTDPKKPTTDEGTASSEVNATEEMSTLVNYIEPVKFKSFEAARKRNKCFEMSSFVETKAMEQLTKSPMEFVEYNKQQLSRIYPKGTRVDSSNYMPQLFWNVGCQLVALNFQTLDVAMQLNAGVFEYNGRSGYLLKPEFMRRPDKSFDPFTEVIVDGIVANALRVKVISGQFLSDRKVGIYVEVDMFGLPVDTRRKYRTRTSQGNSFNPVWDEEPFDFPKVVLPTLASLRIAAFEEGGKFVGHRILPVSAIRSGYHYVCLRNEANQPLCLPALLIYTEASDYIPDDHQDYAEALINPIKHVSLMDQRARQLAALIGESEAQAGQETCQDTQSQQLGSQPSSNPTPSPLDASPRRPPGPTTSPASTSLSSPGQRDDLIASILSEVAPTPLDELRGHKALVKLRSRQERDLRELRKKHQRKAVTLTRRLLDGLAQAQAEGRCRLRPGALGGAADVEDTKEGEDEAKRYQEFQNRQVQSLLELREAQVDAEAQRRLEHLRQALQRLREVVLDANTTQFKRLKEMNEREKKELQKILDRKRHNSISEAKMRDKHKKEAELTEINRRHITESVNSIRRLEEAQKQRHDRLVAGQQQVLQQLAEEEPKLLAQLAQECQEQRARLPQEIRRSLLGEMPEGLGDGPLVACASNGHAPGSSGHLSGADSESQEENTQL
ADAM17 inh: inhibitors of human ADAM17. P78536. recombinant ADAM17, EDANS/DABCYL FRET peptide cleavage. inhibition, % at 6.95 µM. actives 0.83% (n = 370,000). AID 720648;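 active means inhibition above the mean of compounds lying between control limits plus 3 SD, set per campaign, cut at about 8.5% in these data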;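 further: 0% = DMSO-only wells as the low control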
DAX1 inh-2: NR0B1 (DAX1) inhibition | AID 504766 | actives 0.99% (n = 340,000) | inhibition, % at 6.75 µM | HEK293 Gal4-DAX1 luciferase reporter, luminescence | P51843;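 active means inhibition above the mean over all tested compounds plus 3 SD, cut at about 4.2% in these data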;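 further: 0% = DAX1-transfected cells with DMSO and 100% = empty-vector control cells with DMSO; inhibition shows as a rise in luminescence from relieved DAX1 repression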
hcDAF-12 act: activates DAF-12 receptor from parasite H. contortus | activation, % at 6.8 µM | actives 1.4% (n = 370,000) | HEK293 hcDAF-12 lit1-tk-luc reporter, luminescence; 0% DMSO, 100% Δ7-dafachronic acid;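 active means activation above the mean of all tested compounds plus 3 SD, cut at about 5.5% in these data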;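 further: 100% = response to 3 µM Δ7-dafachronic acid high control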
HGIII-sPLA2 inh: Inhibits HGIII-sPLA2 liposome hydrolysis, primary screen | Q9NZ20 | QFRET BODIPY PC-A2 liposome hydrolysis, fluorescence | inhibition, % at 12.2 µM | actives 0.56% (n = 370,000) | AID 743126;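 active means inhibition above mean plus 3 SD of compounds lying within the high and low control bounds, cut at about 19% in these data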;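 further: 0% = median of test compound wells and 100% = no enzyme DMSO wells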
ADAM10 inh: inhibitors of human ADAM10; O14672; recombinant ADAM10, EDANS/DABCYL FRET peptide cleavage, 3 h; inhibition, % at 7 µM; actives 0.62% (n = 370,000); AID 720582;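 active means inhibition above a per-campaign cutoff equal to the mean of compounds falling between control-based bounds plus 3 SD, cut at about 20% in these data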;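 further: 0% = DMSO wells while the 100% control is not disclosed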
hgDAF12 agonist: agonists of H. glycines DAF-12 nuclear receptor; HEK293 GAL4-hgDAF12 UAS-luciferase reporter, agonist luminescence; normalized to butyrate control; activation, % at 6.8 µM; actives 1.8% (n = 370,000); AID 687014;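 active means activation above a cutoff set at the mean of all screened compounds plus 3 SD, cut at about 10% in these data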;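 further: 0% = DMSO wells and 100% = sodium butyrate wells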
GAA850 FXN act: frataxin GAA850 promoter activation | AID 540364 | activation, % at 6 µM | actives 0.56% (n = 360,000) | HEK293 lucGAA850 FXN promoter luciferase reporter, 24 h; percent of 10 µM SAHA response;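 active means activation above the average of all compounds screened plus 3 SD, cutoff fixed separately per campaign, cut at about 7.5% in these data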;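 further: 0% = DMSO wells and 100% = 10 µM SAHA wells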
The depositor's hits bear a star; i = inactive; . = not tested or not shown.

Compound,PLCg1 inh,DAX1 inh-1,ssDAF12 agonist,PLC-beta3 inh,ADAM17 inh,DAX1 inh-2,hcDAF-12 act,HGIII-sPLA2 inh,ADAM10 inh,hgDAF12 agonist,GAA850 FXN act
CCN(c1ccccc1)S(=O)(=O)c1ccc(C(=O)NCCCN2CCOCC2)cc1,1,0.7,-1.4,1,-1,-0.3,-1.2,-2,1,1.0,0.9
COc1cc(S(=O)(=O)N(Cc2cccnc2)Cc2ccco2)ccc1-n1cnnn1,-2,0.3,-1.6,-9,0,0.9,-0.5,-6,2,4.8,1.9
COc1ccc(-c2ccc(NS(=O)(=O)c3cc([N+](=O)[O-])c(C)c([N+](=O)[O-])c3)cc2)nn1,2,0.9,-1.1,-4,0,-0.6,-0.1,-30,19,-0.8,0.9
O=C(Nc1ccccc1C(=O)O)c1ccc2ccccc2n1,-8,2.0,0.2,-9,-4,0.4,4.6,-7,-1,6.0,1.4
Cc1ccc(C)c(S(=O)(=O)/N=C2\C=C(NS(=O)(=O)c3ccccc3)C(=O)c3ccccc32)c1,-1,-0.6,0.5,-10,2,2.1,0.0,-9,4,0.9,0.6
CCCCN(C)CCNC(=O)c1cn(C)c(=O)c2c1c1ccccc1n2C,-53,0.8,-0.5,-80,-37,2.9,-2.0,12,-101,-0.9,0.2
CCN1CCCC1CNC(=O)CSc1cc(=O)n(C)c2cc(Cl)ccc12 (centres undefined),-1,0.3,0.7,-3,-6,-0.3,-0.7,-2,-24,1.5,-0.2
CO/N=C/NC(=O)c1ccc([N+](=O)[O-])c(CS(=O)(=O)c2ccc(Cl)cc2)c1,5,0.2,-1.1,4,-2,0.4,-0.4,7,3,1.4,0.5
COc1ccc(S(=O)(=O)Nc2cccc3c2O[C@H](CN(C)S(=O)(=O)c2ccc(Cl)cc2)[C@H](C)CN([C@H](C)CO)C3=O)cc1,4,-0.5,-1.2,5,8,1.8,-0.1,-31,18,0.4,-2.9
COc1cccc(CCNC(=O)CC2C(=O)NCCN2Cc2ccc(C)o2)c1 (centres undefined),-11,-0.1,-0.8,-21,-12,0.1,-0.7,1,-18,2.1,-1.4
O=C(c1cccc2ccccc12)N1CCN(CC2CC=CCC2)CC1 (centres undefined),1,0.0,-1.2,-1,-5,1.4,-1.2,-2,-4,1.6,-0.6
O=C(OC1CCCCC1=O)c1cc(S(=O)(=O)N2CCOCC2)ccc1F (centres undefined),2,0.0,-0.9,-6,-2,0.6,0.6,8,-4,-0.3,1.4
CC(=O)Nc1ccc(S(=O)(=O)N2CCC(NC(=O)C(Cc3cccn3C)NC(C)=O)CC2)cc1 (centres undefined),-4,0.0,-1.2,0,0,0.0,-1.5,-6,-11,-0.7,-0.1
O=C(CCn1c2c(c3ccccc31)CCCC2)NNC(=O)c1ccc(Cl)c([N+](=O)[O-])c1,1,0.2,-1.4,0,1,-0.8,-1.3,-40,0,-0.7,-1.6
O=[N+]([O-])c1ccc(N2CCN(C(=S)Nc3cccc(F)c3)CC2)cc1,2,-1.5,-1.8,-2,-1,-1.8,-2.3,-2,19,-4.6,0.5
O=C(CSc1nnc(-c2ccccn2)n1-c1ccccc1)c1ccc(F)cc1,3,-1.5,-1.1,-1,1,.,-0.6,-18,-6,-0.7,.
COc1ccc(C2CC(c3cccs3)=NN2C(=O)CCC(=O)O)cc1 (centres undefined),-20,0.1,-0.6,-34,-10,0.6,-0.3,8,-38,-0.7,1.3
CCOC(=O)C1CCN(C(=O)/C=C/c2cc(OC)c(OC)c(OC)c2)CC1,-13,-0.9,-1.6,-14,-12,-0.4,-2.6,4,-44,-2.9,0.2
Cc1nc(-c2ccc(F)cc2)c(CC(=O)N(C)CC(=O)Nc2ccc(Cl)c(C(F)(F)F)c2)s1,7,-2.2,-1.6,2,19*,0.4,-1.2,-16,32*,-2.1,4.6
CCC(=O)Nc1sc(Cc2ccccc2)c(C)c1C(N)=O,1,-1.3,-1.1,-1,-3,-1.0,-2.2,1,-10,-2.6,-1.8
COc1cccc(/C=C2/C(=O)NN(c3ccc(Br)cc3)C2=O)c1O,-7,-0.1,-0.4,-10,-4,0.1,-0.5,6,-9,1.4,0.3
NC(=O)c1ccsc1NC(=O)COC(=O)CNC(=O)c1cccc([N+](=O)[O-])c1,1,-0.2,-1.0,-7,-4,-0.5,0.3,7,-7,0.1,-1.4
Nc1ccc(S(=O)(=O)c2ccc(Cl)cc2)cc1,-7,-0.4,-1.1,-3,-4,-0.5,0.3,5,3,2.0,-1.0
O=C(O)c1ccc(NS(=O)(=O)/C=C/c2ccccc2)cc1O,-1,-0.4,-0.5,-4,0,1.2,1.4,-3,6,-0.3,0.4
C[C@@H]1CN([C@@H](C)CO)C(=O)CCCn2cc(nn2)CO[C@H]1CN(C)S(=O)(=O)c1cccs1,1,0.3,-0.9,-5,-3,0.6,0.7,10,-24,1.1,-0.1
COC(=O)[C@]12C[C@H](CC(=O)N3CCN(C(=O)C4CC4)CC3)C(=O)N(CCc3ccc(OC)c(OC)c3)C1=C[C@H](C1CCCC1)O[C@@H]2C,2,0.3,-1.7,-4,-1,.,-1.9,2,-2,0.2,.
O=C(CCN1C(=O)CSC1=O)Nc1ccc(Br)cc1,1,-0.2,-0.7,5,-4,1.5,2.4,-5,-2,0.5,0.8
S=C(NCc1cccnc1)Nc1ccc2c(c1)OCO2,0,1.7,-1.2,-7,-1,0.4,1.1,2,4,-0.6,0.0
O=S(=O)(Nc1ncccn1)c1ccc(NC(=S)Nc2ccccc2)cc1,-1,0.8,-1.1,-6,1,0.1,0.1,3,-1,0.5,1.1
CCc1ccc(NC(=O)CC2C(=O)N(c3ccc(C)cc3)C(=O)N2C2CC2)cc1 (centres undefined),4,0.5,-1.5,-3,3,2.0,-1.2,-18,11,-2.9,3.9
COc1ccc(OC)c(/C=C/C(=O)OCC(=O)NC2CCCCCCC2)c1,-378,-1.6,-1.0,i,-41,0.2,-2.7,0,-165,-0.3,0.4
Cc1cc(NC(=O)CCC2CCCC2)no1,1,0.9,0.1,1,-1,1.1,0.7,1,1,2.4,0.1
Cc1ccc(OCC(O)CN2CCN(CCO)CC2)c(C)c1 (centres undefined),2,0.2,-1.2,-1,-1,2.3,-1.0,2,0,-1.0,-0.3
CC(NC(=O)c1ccccc1)C(=O)OCC(=O)c1ccc(Br)cc1 (centres undefined),0,0.4,-0.7,-3,1,1.4,0.2,13,-8,1.2,-0.5
C1CCC(OCCN2CCN(CCOC3CCCCC3)CC2)CC1,-1,0.4,-1.7,0,-2,-0.3,2.8,9,6,0.8,0.4
CCOC(=O)Nc1ccc2c3c(cccc13)-c1ccccc1-2,i,4.2*,0.5,i,-287,1.5,8.2*,-3,i,7.2,1.5
COC(=O)c1c(NC(=O)CC2SC(N)=NC2=O)sc2c1CCC(C)C2 (centres undefined),1,-1.4,-0.8,-2,-5,0.8,-2.9,15,-6,-1.8,2.1
O=C(O)c1ccc(NCc2nc3cc4ccccc4cc3[nH]2)cc1,-10,0.5,-1.1,-17,-2,2.2,0.1,-3,-3,-0.1,2.9
CN(C)C1=NC[C@H](Cc2ccccc2)N1CCCC1CCCCC1,0,-0.7,-1.4,2,-1,0.7,-0.7,-22,3,3.2,-3.7
O=C(CSCc1c(F)cccc1Cl)NCC1CCCO1 (centres undefined),-1,-0.3,-1.6,0,-4,-0.1,-1.1,4,-6,0.1,-0.2
CC1(C)Cc2c(sc3nnn(Cc4ccccc4)c(=O)c23)CO1,0,-0.3,-1.2,1,-1,-0.4,-3.4,2,1,-2.2,0.5
Cc1cccc(NNC(N)=S)c1C,-2,0.4,0.0,-3,-5,-0.3,3.4,12,-5,3.0,1.4
NC(Cc1ccc(Cl)cc1)c1csc(Nc2ccc(-c3ccccc3)nn2)n1 (centres undefined),0,-1.4,-1.4,-1,-2,.,0.1,18,-8,5.2,0.0
COCc1cc(C)nc(SCc2ccc(Br)cc2)c1C#N,0,0.0,-2.0,-7,-1,0.8,-2.8,-1,1,-1.9,2.6
COc1ccc2[nH]c(=O)c(CN(C(C)=O)c3ccc(C)cc3C)cc2c1,-9,0.4,-1.3,-22,-40,-0.3,-1.1,4,-117,-0.9,-1.1
CCN(CC)C(=O)Cc1ccccc1,0,0.6,-1.4,5,-3,3.7,-0.3,7,-12,-0.8,0.1
CC(C)(C)C(=O)Nc1cccc(-c2ncon2)c1,0,-0.9,-0.7,-5,-3,-0.1,-1.0,-2,-8,0.0,-0.5
Cc1ccc(-n2nc(C)c(C(C)(O)C(F)(F)F)c2N)cc1 (centres undefined),2,0.2,-1.6,-2,-6,1.4,-0.1,7,1,0.9,-0.9
CCCCC(=O)Nc1ccc(N2CCN(C(=O)c3ccco3)CC2)cc1,0,1.4,-1.0,-5,-4,0.1,2.0,1,5,-1.4,1.2
CCC(=O)Nc1cccc(NC(=O)CSc2nnc(C(C)C)n2CC)c1,2,0.1,-1.1,2,1,0.9,-1.4,3,2,0.4,-1.4
